Assay outcomes (PubChem BioAssay)
GRK2 aptamer HTS: inhibitors of human GRK2 displacing RNA aptamer; inhibition of aptamer binding, % at 10 µM; bead flow cytometry, FAM-aptamer displacement from GRK2; P25098; 330,000 tested, 0.59% active; AID 488847;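 active means inhibition of aptamer binding above 40%, roughly 3 SD of noise, on plates passing a quality check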;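 further: median bead fluorescence of bound FAM aptamer so fluorescent compounds give negative values; no value below 0 was filed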
MEP2 TOR yeast: yeast TOR pathway MEP2-GFP modulation | S. cerevisiae MEP2-GFP strain, flow cytometry GFP, 3 h; 100% = DMSO control level | GFP response vs DMSO, % at 10 µM | 330,000 tested, 0.51% active | AID 2016;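 active means GFP response versus DMSO above a set limit, roughly screen mean plus 3 SD, cut at about 180% in these data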;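 further: median GFP fluorescence of the barcode-gated MEP2-GFP cells per well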
VLA-4 inh: inhibition in a human VLA-4 binding assay | P13612 | VLA-4 expressing cells, ligand binding flow cytometry | inhibition, % (about 7 µM as worked out from the volumes in the protocol) | 330,000 tested, 0.2% active; in the data active means inhibition above about 50%
AGP1 TOR yeast: modulators of TOR pathway AGP1-GFP in S. cerevisiae. 320,000 tested, 0.02% active. GFP response vs DMSO, % at 10 µM. S. cerevisiae AGP1-GFP multiplex flow cytometry, 3 h; GFP as percent of DMSO wells. AID 2066;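 active means GFP response relative to DMSO above a set limit, near screen average plus 3 SD, cut at about 150% in these data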;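 further: median GFP channel fluorescence of the gated AGP1 strain per well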
CIT2 TOR yeast: modulators of TOR pathway CIT2-GFP in S. cerevisiae | S. cerevisiae CIT2-GFP strain, flow cytometry, 3 h; 100 means same as DMSO wells | GFP response vs DMSO, % at 10 µM | 320,000 tested, 0.065% active | AID 2029;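 active means GFP response relative to DMSO above a set limit, near the screen mean plus 3 SD, cut at about 150% in these data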;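 further: ratio of well median GFP fluorescence to mean of DMSO wells on the plate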
RPL19A TOR yeast: yeast TOR pathway RPL19A-GFP modulation. AID 2025. 330,000 tested, 0.3% active. S. cerevisiae RPL19A-GFP strain, flow cytometry, 3 h; hits give low values. percent response vs DMSO, % at 10 µM;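 active means percent response vs DMSO below 50%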;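 further: median channel GFP fluorescence of the barcoded RPL19A-GFP strain; ratio of sample median GFP to plate DMSO average so 100% = DMSO; lower means less RPL19A-GFP as with rapamycin TOR inhibition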
LAP4-GFP MLPCN: yeast TOR pathway LAP4-GFP modulation. S. cerevisiae LAP4-GFP multiplex, flow cytometry GFP, 3 h; median GFP as percent of DMSO wells. GFP response vs DMSO, % at 10 µM. 320,000 tested, 0.34% active;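 active means GFP response vs DMSO above a set limit, about the screen mean plus 3 SD, cut at about 150% in these data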
GASC-1 inh: blocks human GASC-1 demethylase activity. AID 2099. GST-JMJD2C(1-420) H3K9me3 demethylation, DELFIA europium. 330,000 tested, 0.069% active. Q9H3R0. inhibition, % at 2.35 µM;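 active means more than half of a compound's replicate wells show inhibition beyond 50%, single wells judged on their own value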;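 further: signal counts dimethyl H3K9 product captured on neutravidin plate; 0% = median of DMSO wells and 100% = 0.3 times that DMSO median; strong numbers were not always called active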
Target sequence (Q9H3R0 1-420 limits assumed): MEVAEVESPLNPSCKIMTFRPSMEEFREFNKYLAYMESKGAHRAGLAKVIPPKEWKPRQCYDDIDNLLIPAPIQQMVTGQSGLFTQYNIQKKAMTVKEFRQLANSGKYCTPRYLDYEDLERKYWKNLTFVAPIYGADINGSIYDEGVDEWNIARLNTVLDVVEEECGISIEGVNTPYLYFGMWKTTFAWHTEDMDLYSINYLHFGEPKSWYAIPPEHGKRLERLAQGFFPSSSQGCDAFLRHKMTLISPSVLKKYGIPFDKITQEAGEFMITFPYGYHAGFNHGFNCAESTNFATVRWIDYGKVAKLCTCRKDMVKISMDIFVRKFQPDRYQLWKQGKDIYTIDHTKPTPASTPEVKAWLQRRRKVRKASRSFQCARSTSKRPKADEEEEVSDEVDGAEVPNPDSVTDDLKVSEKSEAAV
Starred values were filed as active, the others as inactive; . = no result given.

[1] Cc1nn(-c2ccccc2)c2c1C1(C(=O)N(C)c3ccccc31)N(c1ccccc1)C(=O)N2 (centres undefined)
[2] O=C(NC1CCCCC1)C(c1cccnc1)N(C(=O)c1csnn1)c1ccccc1 (centres undefined)
[3] CCOC(=O)c1cccc(C(=O)Nc2nc3ccc(OC)cc3s2)n1
[4] O=C(COC(=O)c1cc[n+]([O-])cc1)Nc1ccc(Cl)c(C(F)(F)F)c1
[5] CCC(=O)N1CCC2(CC1)Oc1ccc(Cl)cc1C(=O)C21CC(c2cccnc2)=NO1 (centres undefined)
[6] Cc1cc(S(=O)(=O)N2CCc3ccccc3C2)ccc1F
screen / no.,1,2,3,4,5,6
RPL19A TOR yeast,90.2,103.0,93.4,100.5,98.1,108.3
GRK2 aptamer HTS,1.0,0.0,0.0,2.0,2.0,.
GASC-1 inh,1.7,-8.6,3.1,1.6,-0.1,5.7
AGP1 TOR yeast,93.0,106.4,87.3,100.7,80.3,102.3
LAP4-GFP MLPCN,90.6,99.3,98.4,99.0,106.4,100.5
VLA-4 inh,7.3,2.3,-47.3,6.2,-1.5,13.4
MEP2 TOR yeast,103.4,108.5,93.6,104.2,88.8,117.1
CIT2 TOR yeast,85.9,105.1,84.9,99.2,75.3,108.8

Of the compounds above, 3 have a halogen:
[4] O=C(COC(=O)c1cc[n+]([O-])cc1)Nc1ccc(Cl)c(C(F)(F)F)c1
[5] CCC(=O)N1CCC2(CC1)Oc1ccc(Cl)cc1C(=O)C21CC(c2cccnc2)=NO1 (centres undefined)
[6] Cc1cc(S(=O)(=O)N2CCc3ccccc3C2)ccc1F
screen / no.,4,5,6
RPL19A TOR yeast,100.5,98.1,108.3
GRK2 aptamer HTS,2.0,2.0,.
GASC-1 inh,1.6,-0.1,5.7
AGP1 TOR yeast,100.7,80.3,102.3
LAP4-GFP MLPCN,99.0,106.4,100.5
VLA-4 inh,6.2,-1.5,13.4
MEP2 TOR yeast,104.2,88.8,117.1
CIT2 TOR yeast,99.2,75.3,108.8

Continued.
[7] CCOc1ccc(/C=N/NC(=O)Cc2csc(Nc3cccc(C(F)(F)F)c3)n2)c(OCC)c1
[8] CC(=O)c1cccc(NC(=O)NCCc2c[nH]c3ccccc23)c1
[9] O=C(CCCN1C(=O)/C(=C/c2ccccc2Cl)SC1=S)NNC(=O)c1ccc(Cl)cc1
[10] COc1cc(/C=N/NC(=O)C(Cc2c[nH]c3ccccc23)NC(=O)OCc2ccccc2)cc([N+](=O)[O-])c1O (centres undefined)
[11] CC1CCN(c2ccc3nnc(CCC(=O)N4CCN(c5ccccc5F)CC4)n3n2)CC1
[12] Cc1cc(C)c2c(CN3CCN(Cc4ccccc4)CC3)cc(=O)oc2c1C
screen / no.,7,8,9,10,11,12
RPL19A TOR yeast,90.8,96.8,96.4,108.2,113.1,100.7
GRK2 aptamer HTS,1.0,0.0,3.0,0.0,6.0,0.0
GASC-1 inh,-2.7,-3.7,-11.9,3.7,12.7,-3.0
AGP1 TOR yeast,97.5,105.7,97.3,109.8,111.4,85.6
LAP4-GFP MLPCN,94.1,109.5,99.0,86.8,98.8,86.7
VLA-4 inh,-0.7,-4.5,13.1,24.4,4.6,2.1
MEP2 TOR yeast,91.8,94.2,101.8,107.6,126.9,95.9
CIT2 TOR yeast,94.3,99.9,96.0,123.1,107.5,86.3

[13] CCc1cc(C(=O)OC)c(NC(=O)CC2Sc3ccc(C(F)(F)F)cc3NC2=O)s1 (centres undefined)
[14] Cc1ccc(CCNC(=O)c2coc3nc4ccccc4nc23)cc1
[15] COc1ccc(NS(=O)(=O)c2cccc(NC(=O)NC3CCCCC3)c2)cc1
[16] O=C(Nc1ccc(Cl)cc1)c1ccc(S(=O)(=O)N2CCOCC2)cc1
[17] COCCNCCCOc1ccc(C(C)(C)c2ccccc2)cc1
[18] O=C(Nc1nnc(-c2ccccc2)o1)C1CCCCC1
screen / no.,13,14,15,16,17,18
RPL19A TOR yeast,101.3,96.0,109.5,98.2,101.2,100.8
GRK2 aptamer HTS,0.0,1.0,1.0,0.0,100.0*,1.0
GASC-1 inh,5.1,-2.9,-2.2,-13.6,19.4,-2.3
AGP1 TOR yeast,93.3,95.3,108.7,94.5,109.0,99.6
LAP4-GFP MLPCN,80.5,94.5,94.7,93.6,99.2,97.6
VLA-4 inh,2.2,-21.5,4.4,6.8,14.0,-16.1
MEP2 TOR yeast,93.9,94.2,104.1,97.9,104.9,105.8
CIT2 TOR yeast,94.0,83.7,106.1,98.0,100.3,103.2

Five compounds already listed, sorted by the number in LAP4-GFP MLPCN, descending:
cpd | structure | RPL19A TOR yeast | GRK2 aptamer HTS | GASC-1 inh | AGP1 TOR yeast | LAP4-GFP MLPCN | VLA-4 inh | MEP2 TOR yeast | CIT2 TOR yeast
17 | COCCNCCCOc1ccc(C(C)(C)c2ccccc2)cc1 | 101.2 | 100.0* | 19.4 | 109.0 | 99.2 | 14.0 | 104.9 | 100.3
18 | O=C(Nc1nnc(-c2ccccc2)o1)C1CCCCC1 | 100.8 | 1.0 | -2.3 | 99.6 | 97.6 | -16.1 | 105.8 | 103.2
15 | COc1ccc(NS(=O)(=O)c2cccc(NC(=O)NC3CCCCC3)c2)cc1 | 109.5 | 1.0 | -2.2 | 108.7 | 94.7 | 4.4 | 104.1 | 106.1
14 | Cc1ccc(CCNC(=O)c2coc3nc4ccccc4nc23)cc1 | 96.0 | 1.0 | -2.9 | 95.3 | 94.5 | -21.5 | 94.2 | 83.7
13 | CCc1cc(C(=O)OC)c(NC(=O)CC2Sc3ccc(C(F)(F)F)cc3NC2=O)s1 (centres undefined) | 101.3 | 0.0 | 5.1 | 93.3 | 80.5 | 2.2 | 93.9 | 94.0

Additional compounds.
[19] O=C(NC1CCN(Cc2ccc3ccccc3c2)CC1)c1ccccc1
[20] O=C(NC1CCN(S(=O)(=O)c2ccc(F)cc2)CC1)c1cccc(F)c1
[21] Cn1c(=O)c([N+](=O)[O-])c(NCc2ccc3c(c2)OCO3)c2ccccc21
[22] Oc1ccccc1-c1cc(-c2ccccc2)n[nH]1
[23] Cc1cc(C(=O)CC#N)c(C)n1-c1ccc(OC(F)F)cc1
[24] Cc1cccn2c(=O)c3cc(C(=O)NC4CCCC4)c(=N)n(Cc4ccc(F)cc4)c3nc12
screen / no.,19,20,21,22,23,24
RPL19A TOR yeast,102.7,102.4,99.7,87.9,94.0,94.2
GRK2 aptamer HTS,0.0,4.0,0.0,0.0,2.0,0.0
GASC-1 inh,5.1,-11.1,-1.5,-8.5,-2.7,13.0
AGP1 TOR yeast,99.8,105.9,111.2,78.2,88.5,84.3
LAP4-GFP MLPCN,101.7,94.9,117.7,108.2,88.5,86.2
VLA-4 inh,-20.0,-7.7,3.6,14.6,-0.6,-13.4
MEP2 TOR yeast,107.1,106.0,98.3,83.4,98.3,91.7
CIT2 TOR yeast,105.7,109.4,96.9,90.4,92.7,93.0

[25] CN1CCN(/N=C/c2ccc(-c3ccc([N+](=O)[O-])cc3Cl)o2)CC1
[26] COC(=O)c1ccccc1NC(=O)C(=O)NCc1ccncc1
[27] CCCc1cc(=O)[nH]c(SCC(=O)NC2CCCCC2)n1
[28] O=C(NCc1ccc(F)cc1)C1C2C=CC3(CN(Cc4cccnc4)C(=O)C13)O2 (centres undefined)
screen / no.,25,26,27,28
RPL19A TOR yeast,103.9,109.3,93.5,97.2
GRK2 aptamer HTS,0.0,16.0,0.0,1.0
GASC-1 inh,-23.4,0.2,4.4,-10.9
AGP1 TOR yeast,106.3,104.5,91.0,104.0
LAP4-GFP MLPCN,112.5,93.4,100.5,100.8
VLA-4 inh,-6.3,1.2,4.9,26.3
MEP2 TOR yeast,101.5,107.0,96.5,100.6
CIT2 TOR yeast,99.2,108.2,89.9,93.7
